Screens deposited in PubChem by several laboratories.
NR2F2 inh: NR2F2 (human) inhibition, primary screen | HEK293T NGFI-A luciferase reporter, luminescence | 370,000 tested, 0.7% active | inhibition, % at 8.6 µM | P24468;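 active = inhibition above a per-plate cutoff, mean inhibition of test wells between control levels plus 3 SD, cut at about 38% in these data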;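 also: cells cotransfected with COUP-TFII expression vector driving the NGFI-A reporter; 0% = median of COUP-TF2 test wells and 100% = reporter-only cells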
NOD2-RIPK2 inh: blocks binding of human NOD2 to RIPK2 | O43353 | CHO BLA complementation NOD2-RIPK2, CCF4 ratio | inhibition, % at 4.98 µM | 360,000 tested, 0.38% active | AID 624267; in the data active = inhibition above about 21%;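 also: 0% = vehicle only and 100% = reference blocker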
Target sequence (O43353 whole entry, looked up): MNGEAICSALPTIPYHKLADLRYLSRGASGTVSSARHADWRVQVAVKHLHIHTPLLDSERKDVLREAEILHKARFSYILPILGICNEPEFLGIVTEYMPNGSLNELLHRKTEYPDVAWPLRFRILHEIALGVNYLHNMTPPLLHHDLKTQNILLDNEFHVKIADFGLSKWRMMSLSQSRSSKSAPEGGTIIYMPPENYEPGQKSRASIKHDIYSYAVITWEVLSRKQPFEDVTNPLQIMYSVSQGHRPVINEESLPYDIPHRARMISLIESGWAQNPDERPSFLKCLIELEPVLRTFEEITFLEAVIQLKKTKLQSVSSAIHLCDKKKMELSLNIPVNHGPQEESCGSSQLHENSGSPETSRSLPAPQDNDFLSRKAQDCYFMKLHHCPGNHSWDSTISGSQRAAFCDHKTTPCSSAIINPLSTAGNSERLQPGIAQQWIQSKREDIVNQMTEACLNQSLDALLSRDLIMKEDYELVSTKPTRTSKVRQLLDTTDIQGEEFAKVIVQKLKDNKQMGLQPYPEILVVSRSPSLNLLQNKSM
TLR9-MyD88 inh: blocks human TLR9 binding to MyD88. Q9NR96+Q99836. CHO BLA complementation TLR9-MyD88, CCF4 FRET ratio. inhibition, % at 4.98 µM. 340,000 tested, 0.21% active. AID 504734;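 active = inhibition above the mean over all tested compounds plus 3 SD, cut at about 21% in these data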;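 also: 0% = DMSO only wells and 100% = clavulanate BLA inhibitor control wells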
EBV LMP1 NFkB: Epstein-Barr LMP1 NF-kappaB reporter inhibition | inhibition, % at 12.5 µM | LMP1-induced NF-kappaB luciferase reporter cells, luminescence | 350,000 tested, 0.69% active; in the data active = inhibition above about 41%;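 also: 0% = neutral control wells and 100% = reference inhibitor control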
SRC2 inh: inhibits human steroid receptor coactivator 2. Q15596. 370,000 tested, 0.17% active. HEK293 GAL4-SRC2 luciferase reporter, luminescence. AID 651957. inhibition, % at 9 µM;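 active = inhibition above the mean inhibition of all tested compounds plus 3 SD, set per campaign, cut at about 52% in these data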;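 also: 0% = DMSO treated cells and 100% = cells given Gossypol at 36 µM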
LRH-1 inv ag: suppresses constitutive activity of human LRH-1; inhibition, % at 3.6 µM; AID 602396; 360,000 tested, 0.13% active; HEK293T StAR-luciferase reporter, LRH-1 transfected, 24 h;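 active = inhibition above the mean inhibition of all tested compounds plus 3 SD, cut at about 73% in these data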;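 also: 0% = DMSO wells and 100% = reporter-only cells lacking LRH-1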
Target sequence (O00482 whole entry, looked up): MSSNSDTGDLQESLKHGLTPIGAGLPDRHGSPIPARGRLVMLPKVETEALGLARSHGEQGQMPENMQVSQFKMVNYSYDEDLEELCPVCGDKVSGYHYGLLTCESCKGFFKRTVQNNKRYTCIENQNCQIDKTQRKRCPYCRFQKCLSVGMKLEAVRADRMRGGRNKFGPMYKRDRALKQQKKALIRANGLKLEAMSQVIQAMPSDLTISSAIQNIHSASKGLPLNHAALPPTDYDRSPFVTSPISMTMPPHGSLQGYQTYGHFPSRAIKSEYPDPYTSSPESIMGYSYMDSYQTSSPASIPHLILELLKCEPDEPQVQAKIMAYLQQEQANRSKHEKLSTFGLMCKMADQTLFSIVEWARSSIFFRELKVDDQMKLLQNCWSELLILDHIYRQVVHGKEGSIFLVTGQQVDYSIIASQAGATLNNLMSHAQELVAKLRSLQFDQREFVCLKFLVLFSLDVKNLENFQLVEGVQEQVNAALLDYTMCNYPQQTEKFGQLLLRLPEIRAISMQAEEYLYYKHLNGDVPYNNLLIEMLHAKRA
MC4R barr agon: agonists of human melanocortin 4 receptor (MC4R) beta-arrestin; P32245; AID 540308; 360,000 tested, 0.98% active; activation, % at 8.9 µM; U2OS MC4R beta-arrestin complementation, luminescence; percent of melanotan II response, DMSO zero;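 active = activation above a per-plate cutoff, the mean activation of sample wells on that plate plus 3 SD, cut at about 8% in these data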
MC4R antag cAMP: antagonists of human melanocortin 4 receptor (MC4R); P32245; MC4R-expressing cells, MTII-stimulated cAMP, LANCE TR-FRET; inhibition, % at 6.5 µM; 360,000 tested, 0.48% active; AID 540295;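 active = inhibition above its plate's cutoff, the mean of tested wells on that plate plus 3 SD, cut at about 29% in these data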;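 also: 0% = Melanotan II alone and 100% = Melanotan II plus saturating MCL0020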
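system = U2OS cells with stable human MC4R expression | also added = Melanotan II challenge after compound preincubation | dosing = one concentration, 6.5 µM nominal | incubation = compound 30 min, challenge 1 h, detection 1 h | measured by = TR-FRET with Eu-cAMP and labeled anti-cAMP, 671 nm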
SRC3 inh: inhibits human SRC3 coactivator; 360,000 tested, 0.17% active; Q9Y6Q9; HEK293 GAL4-SRC3 luciferase reporter, luminescence; inhibition, % at 3.6 µM;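 active = inhibition above a per-campaign cutoff, the mean of all compounds plus 3 SD, cut at about 60% in these data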;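 also: 0% = DMSO-treated cells and 100% = gossypol-treated cells at 36 µM; higher means less SRC3-driven luciferase light from the GAL4 reporter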
NCOA1 inh: human NCOA1 inhibition | HEK293 GAL4-SRC1 luciferase reporter, luminescence | inhibition, % at 3.6 µM | 360,000 tested, 0.12% active;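 active = inhibition above the campaign mean plus 3 SD, with each screening campaign given its own cutoff, cut at about 60% in these data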;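 also: 0% = DMSO treated cells and 100% = gossypol at 36 µM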
ABHD5-PLIN5 inh: ABHD5-PLIN5 protein interaction inhibition; Split G. princeps luciferase complementation, luminescence, 4 h; inhibition, % at 4 µM; 360,000 tested, 0.78% active;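 active = inhibition above the mean inhibition across every tested compound plus 3 SD, cut at about 22% in these data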;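 also: 0% = DMSO only wells and the 100% control is not disclosed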
Active calls of the source: *; . = not tested or not shown.

The line under a structure holds: MC4R barr agon | SRC3 inh | EBV LMP1 NFkB | LRH-1 inv ag | ABHD5-PLIN5 inh | NCOA1 inh | MC4R antag cAMP | NR2F2 inh | TLR9-MyD88 inh | SRC2 inh | NOD2-RIPK2 inh
- CCOC(=O)c1cc(-c2cc3ccccc3o2)n[nH]1
  -0.3 | -1 | 0 | 16 | -1 | -14 | 0 | -1 | 10 | -23 | -1
- Cc1cccc(C)c1C(O)c1ncc(-c2cccc(F)c2)[nH]1 (configuration not stated)
  -0.4 | -8 | . | -14 | 0 | 5 | 1 | 8 | . | 6 | -3
- CC(NC(=O)C(=O)c1cn(CC(=O)N2CCOCC2)c2ccccc12)c1ccccc1 (configuration not stated)
  -2.7 | -18 | 5 | -32 | -1 | -23 | 15 | -6 | -5 | -12 | 1
- Cc1onc(-c2ccccc2)c1C(=O)Nc1nncs1
  0.8 | -1 | -10 | -3 | 3 | 16 | 0 | -10 | 8 | 14 | 8
- O=C(c1ccccc1)N1CCN(c2ccc(N3CCOCC3)nn2)CC1
  -4.7 | -3 | -14 | 0 | 7 | -24 | 3 | -5 | 2 | -14 | 7
- COc1ccccc1CN1[C@@H](CC(=O)O)c2ccccc2S1(=O)=O
  -3.5 | -8 | -6 | -23 | 3 | -23 | 12 | 3 | 5 | 6 | 7
- C=CCn1cnnc1SCC(=O)NCC1COc2ccccc2O1 (configuration not stated)
  -0.2 | 10 | 3 | 14 | 6 | -2 | 0 | -6 | 2 | -9 | -13
- CCOC(=O)C(=O)NNc1ccc(F)cc1
  4.2 | 27 | . | 23 | 12 | 26 | 4 | 7 | . | -18 | -2
- CCOc1ccc(NC(=S)NNC(=O)CC(C)O)cc1 (configuration not stated)
  -2.9 | 0 | -1 | 2 | -5 | -38 | 2 | -2 | -8 | 7 | -12
- NC(=O)c1nsc(C(=O)N(CC(=O)NCc2ccccc2)c2ccc(F)cc2)c1N
  -1.5 | 1 | -8 | 1 | 1 | 18 | 6 | 18 | -3 | -13 | -3
- O=C(c1ccc(Cl)c(NC2=NC3CS(=O)(=O)CC3S2)c1)N1CCN(c2ccccc2)CC1 (configuration not stated)
  -1.4 | 6 | 0 | 12 | 10 | -1 | 4 | -6 | -2 | -28 | -9
- N=C1/C(=C\c2ccc(-c3cccc(Cl)c3)o2)C(=O)N=C2SC=C(c3ccccc3)N12
  -2.9 | 11 | -1 | -1 | -10 | 5 | -3 | 12 | -4 | 9 | 2
- COc1cc(/C=N/NC(=O)c2ccc(CN3c4cccc5cccc(c45)S3(=O)=O)cc2)cc(OC)c1O
  6.8 | -14 | 8 | 6 | -1 | -8 | -9 | 11 | . | -20 | -14
- CN1C(=O)NC(NS(=O)(=O)c2ccc(N)cc2)(C(F)(F)F)C1=O (configuration not stated)
  -1.3 | 2 | -3 | -2 | -1 | 5 | -5 | 9 | -2 | 2 | -2
- CCSC1(SCC)N=C(N)C2(C#N)C(c3ccccc3)NC3=C(CCC3)C12C#N (configuration not stated)
  -1.4 | 13 | 7 | 6 | -2 | 12 | 1 | 5 | -4 | 1 | -7
- CSc1ccccc1NC(=O)c1ccc2c(c1)CCN2S(C)(=O)=O
  1.3 | -14 | -9 | -13 | 11 | -15 | -4 | -6 | 8 | -64 | -6
- Cc1cc(=O)[nH]c(SCC(=O)O)c1C#N
  -1.0 | 2 | 7 | -6 | -7 | -4 | 4 | -9 | -2 | -10 | -3
- CCCCCC(=O)N1C[C@@H](O)[C@H](n2cc(C3CC3)nn2)C[C@@H]1c1ccccc1
  0.3 | -10 | 3 | -10 | -3 | 9 | 5 | 3 | -2 | -3 | -7
- Cc1c(NC(=O)c2ccc(Br)s2)c(=O)n(-c2ccccc2)n1C
  -1.1 | 20 | 0 | 11 | -1 | -6 | -2 | 17 | -1 | -33 | 1
- CCOc1cc(N2CCOCC2)c(OCC)cc1NC(=O)CSc1cccc[n+]1[O-]
  -1.6 | 14 | 10 | -9 | -5 | 1 | -5 | -4 | -1 | 2 | 5
- COc1cc2c(cc1OC)C1=C(C#N)COCN1CC2
  -1.0 | 17 | 6 | 5 | 8 | 14 | 3 | 3 | -2 | -19 | 7
- Cc1cccc(N(C(=O)c2csnn2)C(C(=O)NC2CCCCC2)c2ccccn2)c1C (configuration not stated)
  1.2 | 13 | -3 | 15 | -3 | 3 | -1 | 1 | 1 | -7 | -3
- CCCc1c(NC(=O)Nc2ccc(F)cc2)cnn1-c1ccc(Cl)cc1
  5.4 | -34 | 1 | -17 | -2 | -57 | 7 | -37 | 7 | 11 | 7
- O=C(Cn1c(NCCO)nc2ccccc21)c1ccccc1
  2.2 | -6 | -5 | -11 | 3 | -1 | 3 | -2 | 3 | 6 | 15
- CCOC(=O)C1=C(CNCc2ccccc2Cl)NC(=O)NC1c1cccc([N+](=O)[O-])c1 (configuration not stated)
  0.0 | -4 | 1 | -14 | 4 | -19 | -28 | 7 | -5 | 5 | 5
- Cc1ccc(C(CC(=O)O)NC(=O)c2ccc(S(=O)(=O)N3CC(C)OC(C)C3)cc2)cc1 (configuration not stated)
  -2.5 | 13 | -3 | -22 | -11 | 5 | -5 | -15 | 4 | 16 | -9
- CN(C)CCNC(=O)/C(=C/c1ccc(-c2ccc(Cl)cc2)o1)NC(=O)c1ccccc1
  -0.6 | 9 | -1 | 6 | 25* | -2 | -6 | 3 | 3 | -7 | -12
- N#CCC(=O)NCC1(c2ccccc2)CCCC1
  0.4 | 17 | 9 | -26 | 5 | 14 | 8 | -6 | 3 | 9 | -2
- COc1cc(S(=O)(=O)NCC2CCCO2)ccc1Br (configuration not stated)
  1.3 | 3 | -1 | 12 | 9 | 10 | -1 | -9 | 1 | -6 | 0
- Cc1ccccc1S(=O)(=O)/N=C(/Nc1nc2ccccc2s1)c1ccccc1
  -1.1 | -99 | -40 | -73 | 1 | -115 | 8 | -31 | -15 | -58 | -12

In another format: entries from further up
SMILES | MC4R barr agon | SRC3 inh | EBV LMP1 NFkB | LRH-1 inv ag | ABHD5-PLIN5 inh | NCOA1 inh | MC4R antag cAMP | NR2F2 inh | TLR9-MyD88 inh | SRC2 inh | NOD2-RIPK2 inh
CCOC(=O)c1cc(-c2cc3ccccc3o2)n[nH]1 | -0.3 | -1 | 0 | 16 | -1 | -14 | 0 | -1 | 10 | -23 | -1
Cc1cccc(C)c1C(O)c1ncc(-c2cccc(F)c2)[nH]1 (configuration not stated) | -0.4 | -8 | . | -14 | 0 | 5 | 1 | 8 | . | 6 | -3
CC(NC(=O)C(=O)c1cn(CC(=O)N2CCOCC2)c2ccccc12)c1ccccc1 (configuration not stated) | -2.7 | -18 | 5 | -32 | -1 | -23 | 15 | -6 | -5 | -12 | 1
Cc1onc(-c2ccccc2)c1C(=O)Nc1nncs1 | 0.8 | -1 | -10 | -3 | 3 | 16 | 0 | -10 | 8 | 14 | 8
O=C(c1ccccc1)N1CCN(c2ccc(N3CCOCC3)nn2)CC1 | -4.7 | -3 | -14 | 0 | 7 | -24 | 3 | -5 | 2 | -14 | 7
COc1ccccc1CN1[C@@H](CC(=O)O)c2ccccc2S1(=O)=O | -3.5 | -8 | -6 | -23 | 3 | -23 | 12 | 3 | 5 | 6 | 7
C=CCn1cnnc1SCC(=O)NCC1COc2ccccc2O1 (configuration not stated) | -0.2 | 10 | 3 | 14 | 6 | -2 | 0 | -6 | 2 | -9 | -13
CCOC(=O)C(=O)NNc1ccc(F)cc1 | 4.2 | 27 | . | 23 | 12 | 26 | 4 | 7 | . | -18 | -2
CCOc1ccc(NC(=S)NNC(=O)CC(C)O)cc1 (configuration not stated) | -2.9 | 0 | -1 | 2 | -5 | -38 | 2 | -2 | -8 | 7 | -12

Next section.
The line under a structure holds: MC4R barr agon | SRC3 inh | EBV LMP1 NFkB | LRH-1 inv ag | ABHD5-PLIN5 inh | NCOA1 inh | MC4R antag cAMP | NR2F2 inh | TLR9-MyD88 inh | SRC2 inh | NOD2-RIPK2 inh
- O=[N+]([O-])c1cc([N+](=O)[O-])c(Oc2cccc(Cl)c2Cl)cc1NN1CCCCC1
  -2.9 | -16 | -9 | -8 | 4 | -6 | 18 | -15 | -6 | -4 | -15
- Nc1cccc2c(O)cccc12
  2.4 | 6 | -8 | -11 | 5 | -21 | -7 | 4 | 4 | -4 | -3
- COc1cccc(-c2cccc(-c3nc(C(=O)NCc4ccc5c(c4)OCO5)cc4c3[C@H](CCO)N(S(=O)C(C)(C)C)C4)c2)c1 (some centres not stated)
  . | -3 | . | -17 | 17 | -6 | . | 10 | . | 25 | -2
- COc1cccc(CNC(=O)CCNS(=O)(=O)c2cccc3nsnc23)c1
  -1.8 | -1 | 1 | 4 | -1 | 5 | -6 | -4 | 1 | -15 | 8
- O=C(NN1CCOCC1)c1ccc(Cl)c(Cl)c1
  -3.2 | 15 | -8 | -9 | -4 | -14 | -4 | -8 | -8 | -7 | 3
- NC(=O)C1(N2CCCCC2)CCN(C(=S)Nc2ccc(F)cc2)CC1
  8.5* | 11 | -6 | 2 | 10 | 14 | -2 | 5 | 4 | -15 | -2
- C=C(C)C(=O)Nc1ccc(NC(C)C)cc1
  -0.7 | -24 | 6 | -3 | 5 | -22 | -1 | 14 | -9 | -3 | -12
- COc1ccccc1C(=O)NC(=O)COC(=O)CNC(=O)c1ccccc1
  -1.1 | -9 | -3 | 4 | -8 | -1 | 21 | -5 | -7 | -15 | -16
- O=C1Cc2ccccc2C(=O)N1OCc1ccc(Cl)cc1Cl
  -0.9 | 8 | 1 | 2 | 4 | 2 | 1 | 20 | 0 | 0 | -6
- Cc1ccc(CN(C(=O)c2sc3ccccc3c2Cl)C2CCS(=O)(=O)C2)cc1 (configuration not stated)
  -1.2 | -4 | 2 | -15 | 0 | -39 | 4 | 15 | 2 | -18 | 2
- Cc1cc(Nc2ccc(C)c(F)c2)n2ncnc2n1
  -1.7 | -15 | -20 | 4 | -3 | -31 | 2 | -6 | -8 | 16 | -8
- CC(C)CCN(C(=O)Cc1ccc(Cl)c(Cl)c1)c1c(N)n(Cc2ccccc2)c(=O)[nH]c1=O
  -1.0 | 5 | 3 | -8 | -9 | -15 | 7 | -4 | -4 | -21 | -7
- CCN(CC(=O)NCc1cccnc1)S(=O)(=O)c1ccc(OC)cc1
  -1.2 | 0 | -4 | 0 | 0 | -7 | 7 | -19 | 5 | -9 | -1
- O=C(c1cccnc1)n1nc(-c2ccco2)nc1NCc1cccs1
  -2.3 | 4 | -10 | -32 | -2 | -20 | 5 | -32 | -7 | -8 | 0

An excerpt; rates above refer to the full screens.
